Screens from PubChem BioAssay.
NCI-60 one-dose screen, 48 h, at 10 µM unless noted. Numbers give growth in % (100 = growth as untreated, 0 = no growth, -100 = all killed).
HCT-15: HCT-15 colon cancer | AID 1794746 | 82,000 compounds, 5.2% hits
HCT-116: HCT-116 colon cancer; 82,000 compounds, 7.3% hits; AID 1794798
SW-620: SW-620 colon cancer | 82,000 compounds, 5.2% hits
HT29: HT29 colon cancer; AID 1794748; 81,000 compounds, 7.4% hits
KM12: KM12 colon cancer cells; 82,000 compounds, 5% hits; AID 1794800
SF-268: SF-268 CNS cancer cells; 82,000 compounds, 3.1% hits
HCC-2998: HCC-2998 colon cancer; 79,000 compounds, 4.7% hits
SNB-19: SNB-19 CNS cancer cells; AID 1794751; 81,000 compounds, 2.5% hits
SNB-75: SNB-75 CNS cancer; 79,000 compounds, 5% hits; AID 1794750
* hit, by the source's call; / = no result given; & = joins results of further samples; [ ] = remark or other dose. Rule for the calls: active = growth percent below 10; inactive = the rest.

SMILES	HCT-15	HCT-116	SW-620	HT29	KM12	SF-268	HCC-2998	SNB-19	SNB-75
Cc1cc2c(c3c1C(C)CCC3=O)C(C)(C)CC2(C)C (stereo not drawn)	111	82	107	83	100	101	114	102	96
COC(=O)c1c(C)nc(C)c2c1C(=O)C(Br)=C(NCc1ccccc1)C2=O	12	1.9*	17	6.0*	37	33	22	42	100
CC1CCN(C(=O)CSc2nc3sc4c(c3c(=O)[nH]2)CCCC4)CC1	102	112	108	116	120	113	120	106	99
CCCCC(CC#N)(CCC)CCC	99	106	108	99	107	101	96	106	81
CC(O)C(=O)OCCOCc1ccccc1 (stereo not drawn)	106	105	105	109	111	105	124	103	100
CC(C)Cn1c(O)c(N=Nc2nc(-c3cc4ccccc4oc3=O)cs2)c2cc(Br)ccc21	96	101	113	113	112	100	110	86	117
COc1cc(/C=C2\C(=O)N(Cc3ccc(Cl)cc3)c3ccccc32)cc(OC)c1OC	-38*	-23*	-30*	9.0*	16	11	-28*	50	13
CCc1cc(C)cc(NC(=O)OC2CCCCC2C)c1 (stereo not drawn)	79	66	101	71	93	92	86	92	101
CC1(C)CC(=O)c2c(nc(Nc3nc4ccccc4s3)nc2-c2ccc(Cl)cc2Cl)C1	92	81	98	77	94	83	122	110	62
COc1cc2oc(-c3cccc(NC(=O)[C@@H](N)CCC(N)=O)c3)cc(=O)c2c(OC)c1OC	101	103	109	118	103	103	109	99	107
Cn1cc(-c2csc(-c3ccc4ccccc4c3)n2)c2cc(F)ccc21	99	88	97	86	97	101	114	103	107
CCOC(=O)Cn1c(=O)cc(N)n1S(=O)(=O)c1ccccc1	101	103	105	109	108	100	95	97	88
Cc1ccc(S(=O)(=O)Oc2cc3oc(=O)c4c(c3cc2Cl)CCCCC4)cc1	83	74	96	73	86	95	93	85	83
C#Cc1cccc(NC(=O)C2CCCN(C(=O)CCl)C2)c1 (stereo not drawn)	25[8.25 µM]	13[8.25 µM]	20[8.25 µM]	84[8.25 µM]	95[8.25 µM]	78[8.25 µM]	97[8.25 µM]	86[8.25 µM]	92[8.25 µM]
O=C1Nc2cnc(Cl)nc2Nc2ccc(Cl)cc21	100	95	118	102	94	101	104	91	95
O=C1CC2(CCCCC2)CC(=O)N1	97	106	105	96	100	101	101	103	83
CCN1CCN(c2oc(C(c3ccccc3)c3ccccc3)nc2C#N)CC1	93	98	98	99	104	92	98	106	83
CCOC(=O)c1cnn2c1NC=C(C(=O)c1ccccc1O)C2C(C)C (stereo not drawn)	88	88	106	97	94	99	98	99	73
COc1ccc(CNC(=O)CSc2nc3ccccc3c(=O)n2CCc2ccc(S(N)(=O)=O)cc2)cc1OC	98	111	106	107	103	100	115	102	108
O=C1OC(c2ccccc2)=N/C1=C\c1ccc([N+](=O)[O-])cc1	104	98	92	99	94	101	108	107	85
CC(C)(C)n1cc(-c2ccnc(NCCCNS(=O)(=O)c3ccc(Br)cc3)c2)c(-c2cccc(F)c2)n1	21	57	87	27	68	92	84	89	94
CCCC(=O)NC(c1cccnc1)c1cc(C(C)(C)C)c2cccnc2c1O (stereo not drawn)	35	22	34	34	19	24	51	32	37
CSc1nc(=S)cc(C)[nH]1	93	103	111	105	102	139	97	105	98
CCCCCCCCCc1ccc(C(=O)Nc2cc(C)ccc2C(=O)OC)cc1	103	97	100	99	105	116	122	106	117
COc1ccc(C(=O)C(Br)C(Br)C(=O)O)cc1 (stereo not drawn)	98	95	113	117	111	108	113	/	87
COc1c2c(c(OC)c3c(CC(=O)N4CCOCC4)c(-c4ccccc4)oc13)OCO2	83	78	100	90	100	101	102	97	88
CCCCCc1nc2c(c3c1CCCC3)CCCC2	75	49	90	55	88	105	88	73	82
COc1cc(-c2ccc3ncnc(N4CCc5ccc(Cl)cc54)c3c2)cnc1Cl	24	8.7*	17	15	33	40	28	35	-2.7*
COc1ccc(C2CC(c3ccc(Cl)cc3)=NN2c2nc(-c3ccccc3)c(C#N)c(=O)n2C)cc1 (stereo not drawn)	73	63	83	68	84	77	95	90	75
C=C(c1ccc(C(=O)O)c(F)c1)c1cc2c(cc1C)C(C)(C)CCC2(C)C	81	79	98	98	69	78	90	87	74
Fc1[nH]nc2ccc([C@@H]3Nc4ccc5[nH]ncc5c4[C@H]4C5CCC(C5)[C@@H]34)cc12 (stereo partly drawn)	34	21	24	8.7*	21	58	58	37	-15*
Nc1n[nH]c(-c2cc(Cl)ccc2O)c1-c1ccccc1	78	85	102	102	64	92	86	102	86
Cc1c(O)cccc1O	116	103	100	106	118	112	102	98	99
COc1ccc2c(c1)CC/C(=C\c1cccc(OCC(=O)Nc3nccs3)c1)C2=O	113	107	109	78	202	107	119	108	111
Oc1ccccc1/C=N/c1[nH]c(=S)nc2oc(-c3ccccc3)c(-c3ccccc3)c12	87	87	105	94	95	92	103	96	75
CC1=NN(c2nc(-c3ccco3)c(C#N)c(=O)n2C)C(=O)C1N=Nc1ccc(C(=O)O)cc1 (stereo not drawn)	102	86	94	101	104	106	/	101	72
c1csc(-c2cn3ccnc3c(-c3cccs3)n2)c1	54	100	99	129	75	94	96	105	90
CCN(CC)CC#CCOC(=O)[C@]1(C)CCC[C@]2(C)[C@H]3C[C@H]4C(C(C)C)=C[C@]3(CC[C@H]21)[C@@H]1C(=O)OC(=O)[C@@H]14	85	88	106	93	90	92	96	94	/
COc1ccc(/C(C)=N/N=C2C(=O)N(Cc3ccccc3)c3ccc(Cl)cc32)cc1S(N)(=O)=O	70	68	98	102	85	87	104	86	75
O=c1[nH]ccc2nc(N3CCC(O)CC3)nc(Nc3cccc(C(F)(F)F)c3)c12	50	42	49	72	23	67	84	99	87
O=C(O)c1ccc(-c2nn(-c3ccc(C(=O)O)cc3)cc2/C=N/Nc2ccc(Cl)cc2)cc1	81	89	96	94	86	92	99	102	81
CN1CCN(Cc2ccc(NC(=O)c3cncc(C#Cc4c(N)ncc5ccc(C#N)cc45)c3)cc2C(F)(F)F)CC1	-82*	-22*	-69*	-76*	-42*	-43*	79	-79*	/
CCc1oc2ccccc2c1C(=O)c1cc(Br)c(O)c(Br)c1	62	74	61	89	78	75	86	78	54
O=C(Nc1ccccc1)OCCNC1CCCCC1	90&101	107&89	103&103	105&113	107&99	111&99	107&111	96&108	98&98
CS(=O)(=O)c1ccc(-c2nc3ccccn3c2-c2nc3ccccc3[nH]2)cc1	101	101	94	98	102	103	106	95	89
Cc1nn(-c2ccccc2)c2nc3c(c(-c4ccc(Cl)cc4)c12)CNC(c1ccc(Cl)cc1)N3 (stereo not drawn)	95	86	100	98	98	97	107	103	87
Cc1cc(C)c(O)c(Cc2cc(Cl)cc(Cc3cc(C)cc(C)c3O)c2O)c1	108	91	97	104	109	103	95	100	90
CCN(CC)C(=O)C1=C(C)NC(=S)NC1c1ccc2c(c1)OCO2 (stereo not drawn)	109	110	104	105	106	100	109	100	90
Cc1ccc(C(Cc2ccccc2)NCC(C)O)cc1 (stereo not drawn)	107	76	106	74	96	98	101	106	95
CN(C)N1C2=C(C(=O)CC(C)(C)C2)C(c2ccccc2)c2c1nc(N)c(C#N)c2N (stereo not drawn)	92	101	102	91	89	96	87	88	80
CC(=O)N[C@@H](CCC(N)=O)C(=O)O	113	96	94	96	103	108	99	126	69
CCc1cc(O)ccc1Nc1cc(-c2ccc(-n3cccn3)cc2)[nH]n1	34	39	63	77	17	66	61	69	117
O=C1CNC(=O)N1c1ccccc1	98&102	95&89	101&96	93&100	109&104	103	115&107	105&99	95&88
Cn1c(=O)c2[nH]c(Cc3ccc(OCc4ccccc4)cc3)nc2n(C)c1=O	82	57	98	93	86	83	89	86	83
CC(C)(C)C(=O)/C=C/c1ccccc1	105	94	102	105	104	103	102	101	109
CCOC(=O)C1=Cc2c(oc3ccc([N+](=O)[O-])cc3c2=O)C(C)(C)C1	93	92	95	102	100	95	110	94	94
CCOC(C)c1ccc(OC(=O)c2ccccc2)c(OC)c1 (stereo not drawn)	105	112	106	101	103	106	92	104	119
c1cn2c(ccc3nc(-c4cn[nH]c4)c4c(c32)CCCC4)n1	35	49	61	62	75	77	87	75	41
Nc1ccc(N2CCOCC2)cc1	103	98	111	109	115	107	97	91	92
CC(C)C(C(=O)O)N1C(=O)/C(=C\c2ccc(-c3ccc(Cl)cc3)o2)SC1=S (stereo not drawn)	100	106	105	110	103	99	102	98	95

Next section
SMILES	HCT-15	HCT-116	SW-620	HT29	KM12	SF-268	HCC-2998	SNB-19	SNB-75
CCN(CC)CCOc1ccc(Cl)c(C)c1	104	99	106	/	105	98	91	101	93
Cc1ccc(NCCNCC(O)CO)c2c(=O)c3ccccc3sc12 (stereo not drawn)	-37*	-66*	-79*	-61*	15	29	-75*	26	45
Cc1cc(OCCCCOc2ccc(C#N)cc2)ccc1[N+](=O)[O-]	95	91	107	83	104	97	100	99	92
CCOC(=O)C1=C(C)N=C2Sc3cc(Cl)ccc3N2C1c1cn[nH]c1-c1ccc(F)cc1 (stereo not drawn)	88	68	101	110	81	90	92	98	71
O=C(Nc1nc2ccc([N+](=O)[O-])cc2s1)Nc1ccccc1Br	24	18	39	45	15	38	38	21	77
O=S(=O)(c1ccc(Cl)cc1)N1CCN(c2nccc(-c3c(-c4cccc(F)c4)nc4sccn34)n2)CC1	85	89	91	81	97	60	103	90	93
Cc1cc(Cl)cc(Cl)c1C(=O)O	96	103	109	101	108	106	108	105	91
COc1cc(C2C=C(c3ccccc3)Nc3nc(SC)[nH]c(=O)c32)ccc1Oc1ccnc2cc(Cl)ccc12 (stereo not drawn)	67	75	94	81	61	82	100	76	79
CCCn1c(=O)c(CCc2ccccc2)nc2c1c(=O)[nH]c(=O)n2Cc1ccccc1	106	110	106	115	104	114	120	116	98
CN(C)c1ccc(N=Nc2cccc3ccccc23)cc1	93	75	99	94	94	95	69	100	76
O=C(O)C1(NO)CCCC1	105	98	105	82	103	99	106	106	93
COc1cc(/C=C/C(=O)c2ccc(NC(=O)COc3cccc4cccnc34)cc2)cc(OC)c1OC	50	24	70	81	86	82	112	74	82
NC(=S)N/N=C/c1ccc(O)c(C(=O)O)c1	115	98	98	103	105	112	100	98	91
COCCn1cc(-c2csc(-c3c[nH]c4ccccc34)n2)c2cccnc21	26	17	31	12	16	50	42	66	21
Cc1[nH]n(-c2ccccc2Cl)c(=O)c1/C=C1\C=Nc2ccccc21	104	102	/	114	107	108	88	111	91
O=C1COc2ccccc2C(=O)N1CCCCN1CCCCC1	91	58	85	74	90	100	109	99	99
O=C1/C(=C/c2ccccn2)CCc2ccccc21	95	90	85	98	87	102	100	97	98
Nc1nc2ccc(OC(F)(F)F)cc2o1	104	88	106	107	105	102	95	98	98
O=c1c2cc(F)ccc2nc2n1CCO2	101	105	104	99	104	105	101	104	104
O=C1c2cccc3cccc(c23)C(=O)N1C/C=C/c1ccc2c3c(cccc13)C(=O)N(CCN1CCOCC1)C2=O	90	89	90	101	106	102	102	97	100
CC(=O)Cc1ncn(-c2cc(C)on2)n1	107	107	108	95	104	102	100	104	95
CCCCCn1c(=O)c2c(nc(NCCc3ccc(OC)c(OC)c3)n2C)n(C)c1=O	99	89	96	96	89	93	97	101	78
CCN(CC)CCC(O)(c1ccc2c(c1)OCO2)c1cc(OC)c(OC)c(OC)c1 (stereo not drawn)	106	91	114	104	109	108	86	105	96
c1ccc([P+](CCC[P+](c2ccccc2)(c2ccccc2)c2ccccc2)(c2ccccc2)c2ccccc2)cc1	101	68	85	67	45	69	48	64	54
COS(=O)(=O)C1C(=O)C2(C)CCC1C2(C)C (stereo not drawn)	102	103	104	93	106	98	93	/	103
COc1ccc(OC)c(NC(=O)CC(C)=O)c1	105	110	107	100	101	108	107	97	90
CCCCN(CCCC)CCC(=O)c1ccc2cc(Br)c3ccccc3c2c1	87	78	77	48	102	102	76	87	87
CCOn1nnc2c(Cl)c3[nH]ccc(=O)c3cc21	115	103	101	121	105	103	112	/	96
CCCCCCCCCC[n+]1cccc(C(N)=O)c1	109	88	93	87	86	82	111	84	69

Reformatted as a markdown table: entries from further up
| mol | HCT-15 | HCT-116 | SW-620 | HT29 | KM12 | SF-268 | HCC-2998 | SNB-19 | SNB-75 |
| --- | --- | --- | --- | --- | --- | --- | --- | --- | --- |
| O=C1/C(=C/c2ccccn2)CCc2ccccc21 | 95 | 90 | 85 | 98 | 87 | 102 | 100 | 97 | 98 |
| Nc1nc2ccc(OC(F)(F)F)cc2o1 | 104 | 88 | 106 | 107 | 105 | 102 | 95 | 98 | 98 |
| O=c1c2cc(F)ccc2nc2n1CCO2 | 101 | 105 | 104 | 99 | 104 | 105 | 101 | 104 | 104 |
| O=C1c2cccc3cccc(c23)C(=O)N1C/C=C/c1ccc2c3c(cccc13)C(=O)N(CCN1CCOCC1)C2=O | 90 | 89 | 90 | 101 | 106 | 102 | 102 | 97 | 100 |
| CC(=O)Cc1ncn(-c2cc(C)on2)n1 | 107 | 107 | 108 | 95 | 104 | 102 | 100 | 104 | 95 |
| CCCCCn1c(=O)c2c(nc(NCCc3ccc(OC)c(OC)c3)n2C)n(C)c1=O | 99 | 89 | 96 | 96 | 89 | 93 | 97 | 101 | 78 |
| CCN(CC)CCC(O)(c1ccc2c(c1)OCO2)c1cc(OC)c(OC)c(OC)c1 (stereo not drawn) | 106 | 91 | 114 | 104 | 109 | 108 | 86 | 105 | 96 |
| c1ccc([P+](CCC[P+](c2ccccc2)(c2ccccc2)c2ccccc2)(c2ccccc2)c2ccccc2)cc1 | 101 | 68 | 85 | 67 | 45 | 69 | 48 | 64 | 54 |
| COS(=O)(=O)C1C(=O)C2(C)CCC1C2(C)C (stereo not drawn) | 102 | 103 | 104 | 93 | 106 | 98 | 93 | / | 103 |
| COc1ccc(OC)c(NC(=O)CC(C)=O)c1 | 105 | 110 | 107 | 100 | 101 | 108 | 107 | 97 | 90 |
| CCCCN(CCCC)CCC(=O)c1ccc2cc(Br)c3ccccc3c2c1 | 87 | 78 | 77 | 48 | 102 | 102 | 76 | 87 | 87 |
| CCOn1nnc2c(Cl)c3[nH]ccc(=O)c3cc21 | 115 | 103 | 101 | 121 | 105 | 103 | 112 | / | 96 |
| CCCCCCCCCC[n+]1cccc(C(N)=O)c1 | 109 | 88 | 93 | 87 | 86 | 82 | 111 | 84 | 69 |
